High-throughput results (PubChem)
TRHR PAM: allosteric enhancers of human TRH receptor. P34981. TRHR cells, fluo-8 calcium fluorescence, EC20 TRH enhancement. enhancement, % at 2 µM. 0.66% of 360,000 active; in the data active means enhancement above about 30%; further: 0% is about no effect
Target sequence (P34981 whole entry, looked up): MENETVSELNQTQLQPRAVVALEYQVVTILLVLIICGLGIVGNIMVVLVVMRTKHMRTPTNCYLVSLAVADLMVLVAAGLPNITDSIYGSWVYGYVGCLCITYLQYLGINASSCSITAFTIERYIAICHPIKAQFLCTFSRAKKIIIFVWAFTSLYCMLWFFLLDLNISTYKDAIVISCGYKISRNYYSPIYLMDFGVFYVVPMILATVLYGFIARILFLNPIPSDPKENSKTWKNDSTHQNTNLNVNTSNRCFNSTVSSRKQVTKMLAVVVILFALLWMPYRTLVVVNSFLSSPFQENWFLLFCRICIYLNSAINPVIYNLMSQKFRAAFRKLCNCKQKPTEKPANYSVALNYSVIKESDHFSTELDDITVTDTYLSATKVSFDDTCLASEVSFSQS
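Enhancer read-out: after compound pinning and an initial kinetic agonist-mode read, an EC20 of TRH (10 nM final) was injected and fluo-8 calcium signal (Ex 480/Em 530) followed at 1 s/cycle for 100 cycles in TRHR-expressing cells.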
RXFP1 antagonist: antagonists of human relaxin receptor RXFP1; Q9HBX9; AID 1259400; 0.59% of 350,000 active; activity change, negative = inhibition, % at 57.5 µM; HEK293-RXFP1, relaxin-stimulated cAMP HTRF, 30 min; active compounds read low;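 active means activity change of -60% or lower, but not beyond a set lower limit; inconclusive means change between -60% and -40%, or beyond the set limit; inactive means change above -40%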; further: on the % scale 0 is the no-effect control and ±100 the full control effect
D1 PAM: potentiators of human D1 dopamine receptor; P21728; HEK293 TREx D1 cells, calcium flux, dopamine EC20 potentiation; potentiation, % at 10 µM; 0.036% of 360,000 active; in the data active means potentiation above about 30%; further: 0% is about no effect
Target sequence (P21728 whole entry, looked up): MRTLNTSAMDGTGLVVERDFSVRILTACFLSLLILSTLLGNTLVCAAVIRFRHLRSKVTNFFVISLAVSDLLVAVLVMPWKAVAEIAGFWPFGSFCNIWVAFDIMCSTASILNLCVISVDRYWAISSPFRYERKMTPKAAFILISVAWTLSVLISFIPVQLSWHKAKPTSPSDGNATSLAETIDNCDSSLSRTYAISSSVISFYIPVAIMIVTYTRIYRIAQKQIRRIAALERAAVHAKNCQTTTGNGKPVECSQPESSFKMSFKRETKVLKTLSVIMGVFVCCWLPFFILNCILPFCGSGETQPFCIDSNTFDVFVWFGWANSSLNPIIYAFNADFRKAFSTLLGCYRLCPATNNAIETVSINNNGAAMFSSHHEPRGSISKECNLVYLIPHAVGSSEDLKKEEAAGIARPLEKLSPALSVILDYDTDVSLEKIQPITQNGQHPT
TRHR ag: TRH receptor (human) agonism. P34981. TRHR cells, calcium flux fluo-8, FDSS agonist mode. activation, % at 2 µM. 0.18% of 360,000 active. AID 493084; in the data active means activation above about 30%; further: 0% is about no effect
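Fluo-8-loaded TRHR cells; 10 s baseline, compound added, kinetic Ca2+ fluorescence read 1/s, agonist mode.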
D1 antag: human D1 dopamine receptor antagonism; P21728; AID 504652; HEK293 TREx D1 cells, calcium flux, dopamine EC80; active compounds read low; 3.2% of 360,000 active; activity change, negative = inhibition, % at 10 µM; in the data active means activity change below about -30%; further: on the % scale 0 is the no-effect control and ±100 the full control effect
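Allosteric or orthosteric antagonism assessed as attenuation of the calcium response to EC80 dopamine, added 180 s after compound, in induced HEK293 Trex D1 cells loaded with no-wash calcium dye.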
D2 PAM: positively modulates the human D2 dopamine receptor allosterically; potentiation, % at 10 µM; 0.34% of 340,000 active; HEK293 T-REx D2, calcium flux, EC20 dopamine potentiation; P14416;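 active means potentiation over 3 SD above the plate norm, cut at about 30% in these data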; further: 0% is about no effect
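Tetracycline-induced HEK293 T-REx cells force-coupled to calcium signalling expressed D2; compounds were pin-added after a 10 s baseline, read kinetically 180 s, then an EC20 dopamine challenge followed with a further 180 s calcium read.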
D1 ag: activates the human D1 dopamine receptor; P21728; HEK293 T-REx D1 cells, calcium flux, agonist mode; activation, % at 2 µM; 1% of 360,000 active; in the data active means activation above about 30%; further: 0% is about no effect
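Tetracycline-induced HEK293 TREx D1 cells, force-coupled to calcium signalling, were dye-loaded with a no-wash calcium kit. Compound was pin-added after a 10 s baseline. Fluorescence was read kinetically at 1 cycle/s for 180 s, with calcium rises flagged as agonism.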
Anesthetic bind: binds horse apoferritin like a general anesthetic; 0.074% of 350,000 active; Potency, µM (doses to about 77.5 µM), inactives show at the highest dose activity change, negative = displacement, hits mostly inhibitors; P02791; apoferritin/1-aminoanthracene competitive binding, fluorescence; AID 485281; further: potency means the concentration at half of the fitted maximal effect; on the % scale 0 is the no-effect control and ±100 the full control effect; nearly all actives have a fitted effect of over 20% in size
Target sequence (P02791 2-175 limits assumed): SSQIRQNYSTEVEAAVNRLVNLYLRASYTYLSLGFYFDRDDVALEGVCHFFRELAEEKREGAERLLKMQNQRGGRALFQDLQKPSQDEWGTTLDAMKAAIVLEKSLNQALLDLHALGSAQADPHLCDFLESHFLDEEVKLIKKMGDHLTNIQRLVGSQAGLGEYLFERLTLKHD
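Read-out: endpoint 1-AMA fluorescence, excitation 380 nm and emission 535 nm, after compounds sit 10 min at room temperature with 10 uM horse-spleen apoferritin in 50% saturated 1-AMA/PBS. Values come from four-parameter Hill fits.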
RXFP1 agonist: agonists of human relaxin receptor RXFP1 | AID 2676 | 0.3% of 370,000 active | Q9HBX9 | Potency, µM (doses to about 57.5 µM), inactives show top-dose activation, usual class: activators | HEK293T-RXFP1 cAMP TR-FRET, 30 min; response scale: percent of porcine relaxin response, buffer zero; further: potency means the concentration at half of the fitted maximal effect; on the % scale 0 is the no-effect control and ±100 the full control effect; nearly all actives have a fitted effect of over 60% in size; many of its hits are not listed in these tables
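cAMP rise read by TR-FRET after 30 min, 37C compound exposure (up to 58 uM) in RXFP1-transfected HEK293 cells with Ro 20174 present. EC50 from Hill-equation fits, with 29 nM porcine relaxin as 100% and buffer as basal.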
* = called active by the depositor; ? = inconclusive; . = not tested or not shown; & = joins results of further samples; [ ] = another dose, or the depositor's remark. Unless noted, the call rests on the fitted dose curve; in most records, active means well fitted curve in the direction sought with a large enough effect; inconclusive means small, poorly fitted or top-dose-only effect, or another doubt; inactive means no such curve, though single readings can be large; an effect the other way counts as inactive or inconclusive. Not all compounds are listed, so the mix of outcomes need not match the whole.

SMILES	TRHR PAM	RXFP1 antagonist	D1 PAM	TRHR ag	D1 antag	D2 PAM	D1 ag	Anesthetic bind	RXFP1 agonist
COc1ccc(-c2nc(C#N)c(NCc3ccccc3Cl)o2)cc1	9	11	-5	1.5	-6	24	2	-9%	-1.5%
COC(=O)CSc1nsc(SCC(=O)OC)n1	-3	12	-1	-0.7	7	4	0	-18%	0.1%
CN(C)c1ccc(C(CNC(=O)c2ccc(C#N)cc2)c2c[nH]c3ccccc23)cc1 (stereo not drawn)	1	.	2	0.0	23	8	2	1%	1.5%
Cn1c(Cn2nnc(-c3ccccc3)n2)nnc1SCc1ccccc1Cl	6	-6	-7	-0.3	4	5	22	-19%	4.1%
Cc1cccc(N(C(=O)CCC(=O)Nc2ccccn2)C(C(=O)NC(C)C)c2ccc(O)cc2)c1 (stereo not drawn)	-10	-2	9	0.0	8	-2	2	-8%	0.9%
COc1ccc(S(=O)(=O)N2CCCCC2)cc1NC(=O)c1cccs1	-3	12	-2	-0.5	-15	14	3	-7%	?
C/C(=C\C(=O)Nc1cscc1C)C(=O)O	-11	-6	-4	0.6	-27	-3	1	5%	0.3%
Cc1ccc(/C=N/Nc2ccc(C(=O)O)cc2)o1	-6	1	2	0.1	7	6	0	-13%	-0.5%
CCOC(=O)c1ccc(NC(=O)c2nc[nH]c2C(=O)NC)cc1	13	.	3	0.2	-8	7	1	-3%	0.3%
O=C(c1ccc(-n2cnnn2)cc1)N1CCN(C(c2ccccc2)c2ccccc2)CC1	-2	-13	7	-1.2	-9	-7	3	-14%	2.4%
CCN(CC)CC(=O)N1N=C(c2cccs2)CC1c1ccco1 (stereo not drawn)	-3	-22	-3	-1.9	3	0	2	-11%	-0.2%
CCc1sc(C(=O)Nc2cccnc2)cc1Br	0	0	-1	-0.1	-9	-2	1	-17%	1.7%
CC(C)COC(=O)c1nnsc1NC(=O)Nc1ccccc1	11	-4	-14	0.6	-4	-4	1	-6%	3.2%
COc1ccc(CC(NC(C)=O)C(=O)N2CCN(C(=O)Nc3ccc(Cl)cc3)CC2)cc1OC (stereo not drawn)	0	8	1	-0.4	12	3	3	-13%	-0.8%
Cc1ccc(-c2cc(=O)c3cc(F)ccc3[nH]2)cc1	-1	.	-5	0.3	-15	-8	-3	-10%	0.1%
CCn1cnc2c1c(=O)n(CC(=O)OC(C)C(N)=O)c(=O)n2Cc1ccccc1 (stereo not drawn)	9	-7	9	0.3	2	15	1	-4%	-2.1%
O=C(/C=C/c1ccccc1)OCC(=O)N1CCCC1	-2	0	-10	0.1	-1	-4	3	.	-1.7%
Cc1ccc2nc(-c3ccncc3)cc(-c3ccccc3)c2c1	-3	?	6	0.1	12	14	3	-18%	4.1%
Cc1nc(OCc2ccccc2)c2ccccc2n1	0	-9	-4	-0.2	0	10	3	-11%	-1.1%
O=C(O)CCn1c(=O)c2cccn2c2cccnc21	-1	10	-2	0.9	1	-5	-1	-3%	12%
O=C1c2oc3ccccc3c(=O)c2C(c2cccnc2)N1CCCN1CCOCC1 (stereo not drawn)	13	13	2	0.2	6	2	3	-8%	2.9%
CC(=O)NC1C(=O)N(CC(C)C)c2ccccc21 (stereo not drawn)	-1	8	-6	0.2	11	2	2	1%	2.5%
CC(NCc1ccncc1)C12CC3CC(CC(C3)C1)C2 (stereo not drawn)	-1	0	11	0.1	1	1	3	-8%	0.8%
O=C(COC(=O)CNS(=O)(=O)/C=C/c1ccccc1)Nc1cc(S(=O)(=O)N2CCCCC2)ccc1Cl	-1	-7	-7	-0.3	0	-7	3	-11%	1.4%
CCc1ccc(NC(=O)CC2C(=O)N(c3ccc(Cl)cc3)C(=O)N2C2CCCC2)cc1 (stereo not drawn)	11	-10	0	1.7	-3	8	8	-5%	0.2%
CC(Oc1cccc(Cl)c1)c1ccnc2nc(/N=C/N(C)C)nn12 (stereo not drawn)	-4	1	6	-1.2	-1	12	-1	-7%	3.2%
CCC(C)[C@H](NC(=O)NCC1CCCO1)C(=O)OC (stereo partly drawn)	-1	8	1	0.7	8	14	0	8%	-0.3%
Cc1ccsc1CNC1CCCCC1	7	1	5	0.1	-5	0	2	-6%	-3.4%
Cc1ccc(-n2nc(C(=O)N(C)c3ccc(C)c(C)c3)c3c4ccccc4n(C)c3c2=O)cc1	-1	-5	7	0.7	6	0	2	-1%	-0.6%
O=C(Cn1cnc(S(=O)(=O)N2CCCC2)c1)Nc1ccc(OC(F)(F)F)cc1	1&-5	10	-1&-4	0.1&0.3	25&-21	-9&-12	2&2	-6%&-8%	-0.9%&-1.7%
CCOC(=O)N1CCC(NC(=O)CN2C(=O)COc3ccc(C(C)(C)C)cc32)CC1	13	-7	-3	-0.5	-9	-2	6	-10%	0.2%
O=CN1CCC(=O)N(Cc2ccccc2)c2ccccc21	-1	21	-4	-0.2	-10	-3	1	-8%	-0.2%
COc1ccc(NC(=O)CC2C(=O)N(c3cccc(OC)c3)C(=O)N2CCc2cccs2)cc1 (stereo not drawn)	2	.	1	-0.7	5	-11	-1	-9%	2.7%
CCN(CC)S(=O)(=O)c1ccc(Cl)c(C(=O)Oc2cccc(-c3cnc4ccccc4n3)c2)c1	-1	-3	-1	0.4	5	9	2	-20%	5.4%
CCOc1ccc(/C=C2\SC(=S)N(Nc3ccccc3)C2=O)cc1OC	-2	-13	0	0.5	-9	4	4	-5%	3.0%
Cc1ccc(O)c(C(=O)c2cnc3c(c2)c(-c2ccc(F)cc2)c(C#N)c(=O)n3C)c1	-3	-10	3	0.1	3	13	2	?	1.3%
CN(C(=O)c1cccc(Nc2ccc(-c3ccc4c(c3)OCCO4)nn2)c1)C1CCCCC1	-3	-11	0	0.2	-4	-19	0	-23%	0.9%
COc1ccccc1C(CC(=O)Nc1ccccc1C)c1ccc(OC(C)C)cc1 (stereo not drawn)	-2	-2	16	0.0	14	-5	4	-5%	0.7%
N#Cc1ccc(Oc2c(Cl)cncc2Cl)cc1	37*	2	-3	-0.5	7	3	4	-16%	2.4%
O=C(NC(=O)c1ccccc1)Nc1ccc(Cl)cn1	-11	-4	1	0.6	18	-11	0	-1%	-1.0%
CCCOc1ccc(C2C(=O)N(C3CCCCC3)CC(=O)N2CCC2=CCCCC2)cc1OC (stereo not drawn)	0	-3	0	-0.1	-1	-10	-5	7%	1.0%
Cc1cccn2c(=O)c(C(=O)NC3CC(C)CC(C)(C)C3)c(O)nc12 (stereo not drawn)	3	4	0	0.3	18	-3	1	.	4.6%
COc1cccc(-n2cnnn2)c1	5	8	-2	-0.1	4	-11	1	-5%	0.6%
C/C(=N/OCO/N=C(\C)c1ccc(F)cc1F)c1ccc(F)cc1F	-4	.	0	0.7	13	-8	1	39%[activator]	-0.5%
CCC(C)c1ccccc1N1CC(C(=O)Nc2ccc(S(=O)(=O)N3CCOCC3)cc2)CC1=O (stereo not drawn)	15	0	9	1.9	-4	-12	6	.	-0.2%
CCSc1nnc2c(n1)[nH]c1c(C)cccc12	2	2	-7	0.1	10	2	0	-19%	1.2%
COc1cc(C(CC(=O)Nc2ccc(Br)cn2)N2Cc3ccccc3C2=O)cc(OC)c1OC (stereo not drawn)	0	.	0	-0.7	4	3	2	-17%	1.7%
O=c1oc2ccccc2n1Cc1ccccc1Cl	-1	-7	3	0.1	-5	0	3	-10%	-1.6%
O=C(OCc1nc2ccsc2c(=O)[nH]1)c1cccc(S(=O)(=O)N2CCOCC2)c1	-3	28	0	0.7	9	-14	3	.	?
COc1ccc(CN(C)CC(=O)Nc2ccc(Cl)cc2F)c(OC)c1	0	-15	-4	-0.2	-7	2	4	-7%	0.1%
O=C(CSCc1ccc(Cl)cc1)N1CCN(Cc2ccc3c(c2)OCO3)CC1	-7	0	0	0.0	-21	8	12	-8%	0.0%
Cc1cc2c(cc1C)CSC(c1ccccc1OC(=O)C(C)C)SC2	-2	-3	-1	0.4	9	-6	3	-12%	-0.1%
CCOC(=O)C(C)n1cnc2scc(-c3ccc(C)cc3)c2c1=O (stereo not drawn)	-7	1	-4	-0.1	4	-2	4	-18%	0.4%
O=C(NCc1cccc(C(F)(F)F)c1)c1ccc2c(c1)OCO2	-4	5	-3	0.2	-5	-30	0	-18%	-0.6%
O=C(Nc1cccc(C(=O)OCc2cc(=O)n3c4c(sc3n2)CCCC4)c1)c1cccc(F)c1	2	-8	0	0.0	7	5	1	-7%	3.1%
Cc1c(C(=O)NCCc2ccc(Cl)cc2)sc2nc3n(c(=O)c12)CCCC3	-2	-11	0	22	-2	-4	99*	90%[activator]	12%
c1ccc(-c2ccccc2-c2nc(-c3cccnc3)no2)cc1	2	-4	2	1.0	0	9	5	-14%	6.1%
CCC(=O)Nc1sc(Cc2ccc3c(c2)OCO3)c(C)c1C(N)=O	0	4	-2	-0.4	-10	5	4	-4%	0.4%
COc1cccc(C(=O)NNc2c3ccccc3nc3ccccc23)c1	-7	-12	-4	0.0	-17	-2	4	-4%	-1.0%
CCn1c(C)nc([N+](=O)[O-])c1C(=O)O	-2	-11	-2	0.5	-10	8	4	-7%	-1.0%
CCOc1cc(/C=C/C(=O)O)ccc1OCCO	-5	1	-1	-0.2	10	13	2	-6%	-0.3%
COc1ccc(CCNC(=O)CS(=O)Cc2nc(-c3cccs3)oc2C)cc1OC (stereo not drawn)	1	-3	-8	-0.2	16	17	0	-11%	2.4%
CCc1ccc(-n2c(SCc3cc(=O)n4cc(Br)ccc4n3)nc3[nH]ncc3c2=O)cc1	1	1	10	-0.3	1	28	5	-8%	20µM*

Three entries already listed, arranged by count of non-hydrogen atoms, smallest number first:
SMILES	TRHR PAM	RXFP1 antagonist	D1 PAM	TRHR ag	D1 antag	D2 PAM	D1 ag	Anesthetic bind	RXFP1 agonist
CCn1c(C)nc([N+](=O)[O-])c1C(=O)O	-2	-11	-2	0.5	-10	8	4	-7%	-1.0%
O=C(CSCc1ccc(Cl)cc1)N1CCN(Cc2ccc3c(c2)OCO3)CC1	-7	0	0	0.0	-21	8	12	-8%	0.0%
CCc1ccc(-n2c(SCc3cc(=O)n4cc(Br)ccc4n3)nc3[nH]ncc3c2=O)cc1	1	1	10	-0.3	1	28	5	-8%	20µM*

Entries above shown as hits in RXFP1 agonist:
SMILES	TRHR PAM	RXFP1 antagonist	D1 PAM	TRHR ag	D1 antag	D2 PAM	D1 ag	Anesthetic bind	RXFP1 agonist
CCc1ccc(-n2c(SCc3cc(=O)n4cc(Br)ccc4n3)nc3[nH]ncc3c2=O)cc1	1	1	10	-0.3	1	28	5	-8%	20µM*
